HEK293 viab: counter-screen for SNCA expression inhibitors: cell viability | HEK-293-SNCA-luc viability, GF-AFC fluorescence, 24 h | Potency, µM (series often up to 57.1 µM), for the others: at the top dose activity change, negative = cytotoxicity, actives largely listed as cytotoxic | 0.12% of 150,000 active;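 also: potency is read from the fitted curve at half-maximal effect; 0% = DMSO-treated cells and -100% = medium-only wells without cells; nearly all actives have a fitted effect of over 30% in size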
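Cytotoxicity counterscreen: after 24 h compound treatment of genome-edited SNCA-luciferase HEK-293 cells, live-cell protease substrate GF-AFC read by fluorescence after 30 min; activity scaled between DMSO (0%) and medium-only (-100%), curves Hill-fitted.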
SNCA expr inh: inhibitors of alpha-synuclein (SNCA) gene expression. HEK-293 SNCA-luciferase knock-in, luminescence, 24 h. AID 1671194. Potency, µM (doses to about 57.2 µM), for inactives: at the top dose activity change, negative = inhibition, usual class: inhibitors. 0.17% of 140,000 active;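 also: potency is read from the fitted curve at half-maximal effect; plate controls were DMSO cells for no effect and cell-free wells for full effect; nearly all actives have a fitted effect of over 45% in size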
GPT2 inhibitor: blocks human glutamate pyruvate transaminase 2. Potency, µM (doses to about 57.7 µM), for the others: at the highest dose activity change, negative = inhibition, actives largely listed as inhibitors. AID 1671188. Recombinant GPT2, coupled pyruvate oxidase/HRP Amplex Red fluorescence. 0.25% of 100,000 active. Q8TD30; also: potency is read from the fitted curve at half-maximal effect; nearly all actives have a fitted effect of over 60% in size; many of its hits are not listed in these tables
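Recombinant GPT2 (10ng/uL) with 250uM a-KG and 2mM L-alanine, 30 min at room temperature, in HEPES pH 7.5 buffer. Pyruvate detected by pyruvate oxidase/HRP/Amplex Red fluorescence after 30 min in the dark; AOA (50uM) as positive control.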
HEK293 tox: kills HEK 293 cells; HEK 293 viability, ATP luminescence (CellTiter-Glo), 48-72 h; Potency, µM (doses to about 115 µM), for inactives: at the highest dose activity change, negative = cytotoxicity, usual class: inhibitors; 6.6% of 94,000 active; AID 1345083; also: potency is read from the fitted curve at half-maximal effect; nearly all actives have a fitted effect of over 60% in size
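Cells seeded first (HEK 293, 250 cells/well), then compound added by pintool. Incubation ran 48 or 72 hr at 37 degree Celsius. CellTiter-Glo was added and luminescence imaged after 10 min at room temperature.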
IP6K1 inh: inhibitors of human IP6K1. 0.81% of 140,000 active. activity change, % (series mostly up to about 58 µM). IP6K1 kinase, ADP-Glo luminescence, 2 h; stronger effect = lower value; in the data active = activity change below about -25%
Target sequence (Q92551 whole entry, looked up): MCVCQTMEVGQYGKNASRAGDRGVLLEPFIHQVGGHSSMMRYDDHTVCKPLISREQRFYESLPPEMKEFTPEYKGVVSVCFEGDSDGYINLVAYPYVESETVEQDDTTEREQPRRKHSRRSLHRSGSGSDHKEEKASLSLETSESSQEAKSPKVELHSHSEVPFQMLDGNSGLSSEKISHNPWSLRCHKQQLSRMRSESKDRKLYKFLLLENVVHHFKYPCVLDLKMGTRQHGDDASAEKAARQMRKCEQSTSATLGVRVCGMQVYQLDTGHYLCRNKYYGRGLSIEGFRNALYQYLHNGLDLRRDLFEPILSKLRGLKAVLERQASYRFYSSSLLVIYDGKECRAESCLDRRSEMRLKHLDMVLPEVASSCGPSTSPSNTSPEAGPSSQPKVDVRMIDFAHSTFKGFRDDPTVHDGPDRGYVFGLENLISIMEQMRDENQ
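ADP-Glo luminescence measures ADP made by human IP6K1 during a 2 h RT reaction with ATP/IP6 (mix at 1.3 mM/130 uM); top library doses 57.5 and 19.1 uM final.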
3T3 cytotox: kills NIH 3T3 cells; NIH 3T3 viability, CellTiter-Glo ATP luminescence, 48-72 h; Potency, µM (top dose mostly 96.7 µM), for inactives: top-dose activity change, negative = cytotoxicity, most hits filed as inhibitors; 4.3% of 94,000 active; also: potency is read from the fitted curve at half-maximal effect; nearly all actives have a fitted effect of over 55% in size
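First NIH 3T3 cells are plated at 400 cells/well; next compound is pinned in; then plates incubate 48 or 72 hr at 37 °C; finally CellTiter-Glo is added and luminescence read after 10 min.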
Luciferase inh: inhibitors of firefly (Photinus pyralis) luciferase; P08659; purified P. pyralis luciferase, luminescence, biochemical; Potency, µM (series often up to 115 µM), inactives show at the highest dose activity change, negative = inhibition, hits mostly inhibitors; 2.5% of 76,000 active; also: potency is read from the fitted curve at half-maximal effect; nearly all actives have a fitted effect of over 65% in size
Target sequence (P08659 whole entry, looked up): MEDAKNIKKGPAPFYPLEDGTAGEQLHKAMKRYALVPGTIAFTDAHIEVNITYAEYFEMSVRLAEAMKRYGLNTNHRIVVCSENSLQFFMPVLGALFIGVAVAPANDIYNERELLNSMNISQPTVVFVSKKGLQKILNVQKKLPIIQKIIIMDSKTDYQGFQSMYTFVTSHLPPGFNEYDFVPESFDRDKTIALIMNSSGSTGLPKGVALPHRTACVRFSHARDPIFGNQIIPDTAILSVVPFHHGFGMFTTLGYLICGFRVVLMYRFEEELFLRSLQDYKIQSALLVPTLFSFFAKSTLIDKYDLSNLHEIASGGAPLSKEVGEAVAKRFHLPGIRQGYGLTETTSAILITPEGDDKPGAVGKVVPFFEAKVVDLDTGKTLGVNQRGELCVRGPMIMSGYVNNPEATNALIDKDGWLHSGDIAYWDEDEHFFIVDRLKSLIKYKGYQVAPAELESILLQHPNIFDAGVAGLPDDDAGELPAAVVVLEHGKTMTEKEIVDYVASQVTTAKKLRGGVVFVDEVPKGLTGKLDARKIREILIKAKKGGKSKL
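Biochemical qHTS: compound (6-point titration) added to 10uM D-luciferin plus 10uM ATP in Tris acetate pH 7.5 buffer with Mg, Tween-20 and BSA, then purified enzyme at 10nM; light output imaged.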
The depositor's hits bear a star; i = inactive; u = inconclusive; x = no result given; [ ] = another dose, or the depositor's remark. Unless noted, calls follow the shape of the dose curve; as a rule, active = well fitted curve in the direction sought with a large enough effect; inconclusive = small, poorly fitted or top-dose-only effect, or another doubt; inactive = no such curve, though single readings can be large; an effect the other way counts as inactive or inconclusive. Unless noted, % is scaled to controls: 0 for no effect and ±100 for the full control effect.

SMILES	HEK293 viab	SNCA expr inh	GPT2 inhibitor	HEK293 tox	IP6K1 inh	3T3 cytotox	Luciferase inh
CN(CC1CCCN(CCc2cccc(C(F)(F)F)c2)C1)C(=O)c1ccc2[nH]ccc2c1 (centres undefined)	-12.4%	-22.3%	0.6%	u	10.9	u	0.5%
COc1ccc2c(c1)cc(CNc1ccc(OC)c(OC)c1)c(=O)n2CC(=O)Nc1ccc(F)cc1	-22.0%	-27.3%	x	x	-8.9	x	x
COc1ccc(NC(=O)c2cc(=O)c3ccc(C)c(C)c3o2)cc1Cl	-0.2%	0.8%	x	x	16.0	x	x
CN=C(N)NCCC[C@H](N)C(=O)O	4.3%	-22.6%	-9.4%	x	x	x	x
COc1ccc(NC(=O)N2CCCC2c2nncn2C2CCCC2)c(OC)c1 (centres undefined)	-11.3%	-8.8%	-12.7%	3.3%	2.4	u	-4.2%
CC(=O)c1ccc(NC(=O)N2C[C@@H]3C[C@H](C2)c2ccc(NC(=O)Nc4cccc(F)c4)c(=O)n2C3)cc1	-0.7%	14.0%	i	-1.1%	-13.3	-21.0%	35.5µM*
Cc1ccc(Cl)cc1N1CCN(C(=O)c2ccc3c(Cl)c4c(nc3c2)CCCC4)CC1	-4.5%	24.4%	x	x	5.2	x	x
COCC1CN(C2CCC2)CC12CCN(C(=O)C1(c3ccccc3)CC1)CC2 (centres undefined)	-3.9%	-35.7%	-4.9%	31.6µM*	17.0	u	8.5%
COc1ccc2[nH]c3c(c2c1)CCNC31CCN(Cc2ccc(C)o2)CC1	-1.5%[12.5 µM]	u	-32.2%	u	-3.9	u	-14.8%
CCc1n[nH]c(CC2CCN(C(=O)c3ccc(OC)c(OC)c3)CC2)n1	3.9%	-5.6%	i	i	-4.1	-3.8%	0.5%
CCC(=O)N1CC(n2cc(C(=O)NCC3CC3)nn2)C1	2.7%	-6.9%	i	-9.3%	0.0	-5.5%	5.1%
NCCc1cccc(CN2CCCC(CO)(CC3CC3)C2)c1 (centres undefined)	-11.9%	10.8%	1.0%	u	10.0	u	-5.1%
CCOc1ccc(CC(=O)N2CCC(Oc3ncccc3C(=O)N3CCCCC3)C2)cc1 (centres undefined)	3.0%	47.6%[activator]	i	-8.6%	3.5	-22.9%	-7.7%
Cc1ccc(OCC(=O)NCc2c(C)ncc3c2CCNC3)cc1C	-6.5%	3.7%	-9.6%	-4.3%	1.2	-2.2%	-13.7%
O=C(CSc1ncc(-c2ccccc2)[nH]1)Nc1ccc(Cl)cc1	9.9%	34.5%[activator]	x	x	-4.3	x	x
NC(=O)[C@H](CC1CCCCC1)NC(=O)[C@H]1CN(C(=O)C2CCNCC2)CCN1C(=O)NC1CCCCC1	-3.2%	1.9%	3.5%	-0.6%	5.7	0.0%	0.7%
O=C(Cn1c(=O)n(Cc2nc(-c3ccccc3)no2)c(=O)c2ccccc21)Nc1cccc(C(F)(F)F)c1	-1.8%	-7.7%	x	x	-1.6	x	x
O=c1cc(-c2ccc(F)cc2)nc(SCc2nc(-c3ccc(Cl)cc3)no2)[nH]1	-12.5%	0.8%	x	x	-21.2	x	x
CCOc1cccc(C(=O)N(Cc2ccc(C(C)C)cc2)C2CCS(=O)(=O)C2)c1 (centres undefined)	-18.0%	-23.7%	x	x	-6.9	x	x
C[S+](=O)([O-])NC1CCCN(c2ccnc3ccnn23)C1 (centres undefined)	10.3%[87.6 µM]	-18.0%[87.6 µM]	-5.1%[88.5 µM]	3.1%[172 µM]	13.2	4.9%[138 µM]	x

Some entries already given, limited to 3T3 cytotox, GPT2 inhibitor and HEK293 viab.
| structure | 3T3 cytotox | GPT2 inhibitor | HEK293 viab |
| --- | --- | --- | --- |
| NC(=O)[C@H](CC1CCCCC1)NC(=O)[C@H]1CN(C(=O)C2CCNCC2)CCN1C(=O)NC1CCCCC1 | 0.0% | 3.5% | -3.2% |
| O=C(Cn1c(=O)n(Cc2nc(-c3ccccc3)no2)c(=O)c2ccccc21)Nc1cccc(C(F)(F)F)c1 | x | x | -1.8% |
| O=c1cc(-c2ccc(F)cc2)nc(SCc2nc(-c3ccc(Cl)cc3)no2)[nH]1 | x | x | -12.5% |

More results follow.
SMILES	HEK293 viab	SNCA expr inh	GPT2 inhibitor	HEK293 tox	IP6K1 inh	3T3 cytotox	Luciferase inh
C[C@H](C(=O)N1CCSCC1)C1CC[C@@]2(C)Cc3sc(Nc4c(Cl)cccc4Cl)nc3[C@@H](C)[C@@H]2[C@H]1O (some centres undefined)	2.8%	18.4%	-0.6%	u	-8.4	u	-6.5%
O=C(Cn1nc2n(c1=O)CCCC2)NCc1ccccc1Cl	6.9%	0.5%	1.7%	-2.6%	4.3	-1.0%	-2.8%
O=C(c1cccc2[nH]ccc12)N1CCC(N2C(=O)C(OCC3CC3)C23CCOCC3)CC1 (centres undefined)	1.9%	-8.3%	i	-3.3%	5.3	-9.3%	-7.1%
O=C(c1ccc(Cl)cc1)N1CC2(CCCN(Cc3cccnc3)C2)Cc2ccccc21 (centres undefined)	u	u	-0.8%	39.8µM*	-7.2	u	x
O=C(NCc1ccc(F)cc1)C1CCCN(c2nccc(Nc3ccccc3F)n2)C1 (centres undefined)	-8.5%[12.5 µM]	3.7%	4.7%	u	6.4	28.2µM*	x
COc1cccc(OC)c1C(=O)Nc1ccc2c(c1)CCCN2S(=O)(=O)c1ccc(C)cc1	4.4%	-28.9%	x	x	-23.1	x	x
Cc1cnc(C(=O)N[C@@H]2CCC[C@@H]2C(=O)NCc2c(C)n[nH]c2C)cn1	0.1%	1.5%	-13.7%	-12.1%	34.9	-5.4%	-0.4%
CC1=C(C(=O)O)N2C(=O)[C@@H](NC(=O)[C@H](N)C3=CCC=CC3)[C@H]2SC1	-4.3%	16.1%	u	x	-5.9	x	x
Cc1cc(C(=O)N2CCCC3(COc4ccccc4S(=O)(=O)N3)C2)no1 (centres undefined)	1.4%	-5.8%	-6.7%	i	12.1	4.8%	x
CC(C)CNC(=O)C1CCN(Cc2ccccc2-c2ccccc2F)CC1	x	x	x	u	7.8	u	x
COc1ccccc1C(=O)N1CCCC2(CNc3ccccc3[S+](=O)([O-])N2)C1 (centres undefined)	7.1%	12.9%	i	-16.6%	-0.2	-8.4%	3.0%
COc1ccc([S+](=O)([O-])c2nnn3c2nc(N2CCC(F)CC2)c2ccccc23)cc1	-3.2%	-1.7%	i	-3.9%	10.1	-26.1%	x
CCCCn1c(=O)c(C(=O)N2CCN(C(=O)NC(C)C)CC2)nc2cccnc21	10.5%	-5.2%	i	-3.2%	27.1	-28.2%	x
COc1cc(OC)c(NC(=O)C2CCN(S(=O)(=O)c3c(C)noc3/C=C/c3c(C)cc(C)cc3C)CC2)cc1Cl	3.0%	16.7%	x	x	14.6	x	x
CCC1Oc2ccc(NC(=O)c3ccc([N+](=O)[O-])cc3)cc2CN(C(C)CC)C1=O (centres undefined)	5.2%	1.9%	-14.9%	22.4µM*	-9.0	u	-8.4%
O=C(N1c2ccccc2CC1c1noc(C2CCOCC2)n1)C1(c2ccccc2)CC1 (centres undefined)	1.7%	194.0%[activator]	3.1%	u	22.5	-23.5%	8.91µM*
COCC(=O)NCCNC(=O)c1cccc(-c2cc(F)ccc2OC)c1	6.5%	30.8%[activator]	i	0.6%	-5.4	-20.3%	x
O=C(N[C@@H]1COCC[C@@H]1OCc1ccccc1)c1n[nH]c2c1COCC2	4.8%	14.8%	-0.7%	-17.5%	-5.8	-26.8%	-2.6%
CC(C)COc1ccc(C(=O)N2CCCCC2CCN2CCOCC2)cc1 (centres undefined)	-1.5%	-1.0%	x	x	-10.2	x	x
CCc1nccn1CC(=O)N1CCc2[nH]cnc2C1C(=O)O (centres undefined)	7.4%	7.4%	-8.1%	i	0.0	i	-4.0%
COC(=O)[C@@H]1Cc2ncn(Cc3ccc(Cl)cc3)c2CN1S(=O)(=O)c1cccc2c(N(C)C)cccc12	0.9%	-8.6%	u	u	-1.1	u	-25.2%
CN1CCN(c2nc3c(c(=O)[nH]2)CCN(Cc2ccc(Br)o2)CC3)CC1	2.9%	-11.9%	i	7.6%	14.6	i	10.5%
O=C(CN1CC2CC(C1)[C@H]1CCCC(=O)N1C2)NCCc1ccccc1 (some centres undefined)	10.0%	6.3%	i	12.5%	41.0	i	-0.1%
COc1ccc(Nc2ccnc(N3CCC(C(=O)NC4CC4)CC3)n2)cc1	3.8%[12.5 µM]	-5.4%	i	u	-0.6	u	x
Cc1ccc(-c2nc(C(=O)NCc3ccccc3F)no2)cc1	3.0%	179.7%[activator]	i	-9.2%	4.1	-22.6%	22.4µM*
COc1cc2c(cc1NC(=O)COc1cc(C)cc(C)c1)oc1ccccc12	8.3%	25.7%	x	x	4.4	x	x
CC(C)NC(=O)C1Cn2cccc2C(=O)N1C (centres undefined)	9.4%	-21.2%	4.7%	0.5%	22.8	4.1%	-0.3%
O=C(c1ccccc1)N1CCn2ncc(C(=O)N3CCOCC3)c2C1	u	u	i	u	9.8	u	x
CCOC(=O)c1cccc(NC(=O)CCn2c(=O)oc3ccccc32)c1	0.5%	-29.7%	x	x	-12.9	x	x
Cc1ccc(N2CC(NC(=O)c3ccc(Br)o3)CC2=O)cc1C (centres undefined)	-11.0%	-11.2%	x	x	-13.4	x	x
COc1ccc(-c2cn3c(n2)sc2cc(C(=O)Nc4cccc(OC)c4)ccc23)cc1	-3.3%	39.8%[activator]	x	x	-10.6	x	x
O=C(COc1ccccc1-c1nc(-c2ccccc2)no1)Nc1cccc([N+](=O)[O-])c1	-12.9%	27.4%	x	x	20.4	x	x
COc1ccc(/C=C/C(=O)c2ccc(OC)cc2OC)cc1	5.0%[23.9 µM]	-2.6%[25.6 µM]	i	x	-6.2	x	x
Cc1ccc2c(C)c(C(=O)N3CCCC3c3nc(C(C)C)no3)oc2c1C (centres undefined)	-5.5%	-6.0%	3.1%	u	-14.9	u	-15.0%
COc1ccc(-c2nc3cc(NC(=O)c4cc5ccccc5o4)ccc3o2)cc1	7.1%	18.2%	x	x	-19.0	x	x
O=S(=O)(NCCc1csc2nc(-c3ccccc3)nn12)c1cccs1	-21.2%	-5.2%	x	x	6.8	x	x
CCc1ccccc1NC(=O)CN(C)S(=O)(=O)c1cccc2nsnc12	4.3%	5.0%	x	x	1.1	x	x
CCN1Cc2cccc(C(=O)Nc3ccc(F)cc3)c2C1=O	16.8%	21.3%	x	x	-6.1	x	x

Record cards, from the list above. Order of screens: HEK293 viab	SNCA expr inh	GPT2 inhibitor	HEK293 tox	IP6K1 inh	3T3 cytotox	Luciferase inh
Profile of `COc1ccc(Nc2ccnc(N3CCC(C(=O)NC4CC4)CC3)n2)cc1` → 3.8%[12.5 µM]	-5.4%	i	u	-0.6	u	x
Profile of `COc1cc2c(cc1NC(=O)COc1cc(C)cc(C)c1)oc1ccccc12` → 8.3%	25.7%	x	x	4.4	x	x
Profile of `COC(=O)[C@@H]1Cc2ncn(Cc3ccc(Cl)cc3)c2CN1S(=O)(=O)c1cccc2c(N(C)C)cccc12` → 0.9%	-8.6%	u	u	-1.1	u	-25.2%
